High-throughput results deposited in PubChem BioAssay by several laboratories.
EphB4 antag: blocks human EphB4 binding to ephrin-B2. P54760. EphB4 LBD / TNYL-RAW-Alexa532 peptide, fluorescence polarization. inhibition, % at 7 µM. actives 0.15% (n = 97,000). AID 720;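 active = inhibition above the screen-wide mean inhibition plus 3 SD, cut at about 15% in these data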;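 also: 0% = DMSO wells and 100% = excess unlabeled TNYL-RAW peptide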
Plk1 PBD FP: blocks phosphopeptide binding to human Plk1 polo box domain; P53350; Plk1 PBD phosphopeptide binding, fluorescence polarization; inhibition, %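 (tested at about 20 µM)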; actives 0.13% (n = 97,000); AID 693; in the data active = inhibition above about 34%, passing the limit was not always enough
F-actin modifier: modifiers of cytoskeleton assembly; HUVEC TNFa F-actin phalloidin imaging, high content; inhibition, % at 2 µM; actives 0.18% (n = 91,000); AID 836;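 active = inhibition above the batch mean plus 3 SD and confirmed as a hit by visual image inspection, cut at about 30% in these data, passing the limit was not always enough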; also: strong numbers were not always called active
Rev-RRE block: inhibitors of HIV-1 Rev-RRE RNA interaction; P05866; Rev peptide-RRE RNA binding, FRET; inhibition, % at 8 µM; actives 0.79% (n = 97,000); AID 704;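 active = inhibition above the screen-wide mean plus 3 SD, cut at about 35% in these data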;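 also: 0% = median DMSO wells and 100% = median Neomycin B control wells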
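Test system: labelled RRE RNA duplex and labelled Rev peptide. Times: 5 min compound–RNA preincubation, then 15 min with peptide, 25 °C. Doses: single-dose 8 µM. Measured by: FRET, excitation 480 nm, emission 540 nm donor and 671 nm acceptor. Measure: % inhibition of FRET ratio versus controls.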
PTK2B oligo ant: antagonists of human Pyk2 oligomerization | actives 0.83% (n = 99,000) | z-score (the deposit names both 25 µM and 10 µM) | Q293 cells, Pyk2 FERM NanoBiT luminescence; active compounds read low | AID 1347419 | Q14289;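 active = Z-score of -3 or lower, scaled per plate to the spread of control and sample wells; inactive = z-score above -3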;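 also: negative z-score means lost luminescence so less FERM oligomerization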
PTPN22 inh 2: LYP (human) phosphatase inhibition; recombinant LYP catalytic domain, DiFMUP fluorescence; inhibition, % at 2 µM; actives 0.21% (n = 96,000);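 active = inhibition at 2 µM at or above a set limit, the screen mean plus 3 SD, cut at about 24% in these data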;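 also: 0% = DMSO with enzyme and 100% = enzyme fully blocked by orthovanadate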
PTPN22 act: activators of human LYP (PTPN22) phosphatase | activation, % at 2 µM | recombinant LYP, DiFMUP fluorescence; 0 = plate median, 100 = signal doubled | actives 0.11% (n = 96,000) | Q9Y2R2 | AID 697;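 active = activation at 2 µM above a set limit, the mean plus 5 SD, cut at about 37% in these data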
FAK blocker: FAK (human) kinase inhibition; Q05397; biochemical FAK kinase activity assay; inhibition, %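 (tested at 7 µM)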; actives 0.84% (n = 97,000); in the data active = inhibition above about 19%;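 also: 0% = DMSO and 100% = reference compound high control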
Target sequence (Q05397 whole entry, looked up): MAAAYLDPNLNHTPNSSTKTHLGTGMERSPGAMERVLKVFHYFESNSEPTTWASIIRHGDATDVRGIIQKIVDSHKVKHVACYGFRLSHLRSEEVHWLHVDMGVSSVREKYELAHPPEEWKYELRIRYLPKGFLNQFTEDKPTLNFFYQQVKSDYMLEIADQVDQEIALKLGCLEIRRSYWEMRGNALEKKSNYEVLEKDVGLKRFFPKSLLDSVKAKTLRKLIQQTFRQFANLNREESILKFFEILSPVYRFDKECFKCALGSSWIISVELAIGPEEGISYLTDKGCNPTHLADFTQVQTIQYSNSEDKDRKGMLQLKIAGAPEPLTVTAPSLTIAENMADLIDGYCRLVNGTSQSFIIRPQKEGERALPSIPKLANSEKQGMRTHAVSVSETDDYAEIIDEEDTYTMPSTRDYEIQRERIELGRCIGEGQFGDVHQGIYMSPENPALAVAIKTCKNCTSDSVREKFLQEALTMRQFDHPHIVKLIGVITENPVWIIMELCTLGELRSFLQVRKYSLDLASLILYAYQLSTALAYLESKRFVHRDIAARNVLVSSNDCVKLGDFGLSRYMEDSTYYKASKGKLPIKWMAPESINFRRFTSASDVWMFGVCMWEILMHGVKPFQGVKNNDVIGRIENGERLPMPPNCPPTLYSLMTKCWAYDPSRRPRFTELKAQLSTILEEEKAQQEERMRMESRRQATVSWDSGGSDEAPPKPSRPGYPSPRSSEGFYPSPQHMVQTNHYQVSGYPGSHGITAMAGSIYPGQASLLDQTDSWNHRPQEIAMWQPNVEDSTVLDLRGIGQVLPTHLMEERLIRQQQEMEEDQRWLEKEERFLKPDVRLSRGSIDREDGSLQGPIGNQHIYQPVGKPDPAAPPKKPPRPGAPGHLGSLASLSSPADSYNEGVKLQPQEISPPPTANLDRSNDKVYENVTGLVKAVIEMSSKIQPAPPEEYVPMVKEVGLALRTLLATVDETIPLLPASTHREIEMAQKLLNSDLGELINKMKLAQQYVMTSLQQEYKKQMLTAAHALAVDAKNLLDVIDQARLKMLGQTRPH
PLK1 inh: inhibitors of human PLK1 kinase; recombinant PLK1 kinase, TR-FRET peptide phosphorylation; actives 0.53% (n = 97,000); inhibition, % at 10 µM;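 active = inhibition of 50% or more in the single-concentration screen; inactive = inhibition below 50%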;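 also: 0% = DMSO max control and 100% = H-89 dihydrochloride min control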
* marks the source's active call; other numbers are inactive results; / = not tested or not shown.

SMILES	EphB4 antag	Plk1 PBD FP	F-actin modifier	Rev-RRE block	PTK2B oligo ant	PTPN22 inh 2	PTPN22 act	FAK blocker	PLK1 inh
COc1ccccc1CNC(=O)C1CCCN(S(=O)(=O)c2cccc3cccnc23)C1 (stereo not given)	-1	-16	6	5	/	2	-3	-1	-7
Cc1nn(-c2cccc(Cl)c2)c2nc(-c3ccco3)cc(C(=O)O)c12	11	4	14	3	-0.33	10	-11	-13	-10
N#Cc1ccc(NC(=O)COC(=O)CNC(=O)C2CCCCC2)cc1	-2	12	-1	-2	-0.58	-1	2	1	-10
CSc1ccc(C(C(C(=O)c2cccs2)N2CCOCC2)N2CCOCC2)cc1 (stereo not given)	3	7	-25	12	-0.79	-9	8	7	-4
CCCCNC(=O)COC(=O)c1cc(F)c(F)cc1Cl	4	-13	-9	1	0.65	-2	4	-5	-5
CCOc1ccc(S(=O)(=O)NCc2csc(C)n2)cc1	-1	-6	7	0	0.29	-3	3	0	-12
Cn1sc(NC(=O)c2ccccc2Cl)nc1=O	-11	16	-5	7	-0.17	7	-5	-11	-8
O=C(N/N=C/c1ccc([N+](=O)[O-])s1)c1cccc(Br)c1	-4	24	-18	-9	-0.18	5	-8	21*	-19
O=C(NCc1ccco1)NC1CCCCC1	-8	0	-30	-4	0.17	-19	19	1	-15
CCOP(=O)(c1ccc(N(C)C)cc1)C(O)c1ccc(Cl)cc1 (stereo not given)	-1	2	-12	8	1.5	-2	2	7	-12
N#CCC(=O)Nc1ncn(Cc2ccccc2Cl)n1	8	21	-3	5	0.09	-4	1	-1	-14
O=C(CSCC(=O)Nc1nccs1)Nc1ccccc1	4	10	28	6	-0.36	-3	3	-3	16
Cc1cc(Nc2nnnn2-c2ccccc2)n(-c2ccc(Cl)cc2)n1	0	-5	12	1	-1.8	-11	9	-3	-3
Cc1cc(C)n2c(SCC(=O)Nc3c(C)n(C)n(-c4ccccc4)c3=O)nnc2n1	-4	-11	7	8	-0.08	1	1	3	-13
O=[N+]([O-])c1ccccc1CNC(Cc1ccccc1)c1ccccc1 (stereo not given)	-7	1	6	20	-0.5	8	-8	2	-12
CCOC(=O)C1=C(OCc2ccc(Cl)cc2)C2C=C(C)C=CC2N=C1 (stereo not given)	1	-18	-8	12	0.21	7	-7	7	5
O=C(CCS(=O)(=O)c1ccccc1)Nc1nccs1	1	-18	-4	11	/	-9	6	3	-8
COc1cccc(C2=NOC(C(=O)Nc3ccc(C(C)=O)cc3)C2)c1 (stereo not given)	3	18	8	9	0.82	13	-11	0	-5
O=C(CNC(=O)/C(=C\c1ccc(F)cc1)NC(=O)c1ccccc1)OCc1ccccc1	-15	-28	-9	2	-0.58	5	-1	-5	-5
Cc1ccc(-c2cc(C(F)(F)F)n3ncc(C(=O)NCc4ccco4)c3n2)cc1	-5	-18	5	1	-1.1	13	-14	8	7

15 entries from above, with the structure last.
EphB4 antag	Plk1 PBD FP	F-actin modifier	Rev-RRE block	PTK2B oligo ant	PTPN22 inh 2	PTPN22 act	FAK blocker	PLK1 inh	SMILES
-1	-16	6	5	/	2	-3	-1	-7	COc1ccccc1CNC(=O)C1CCCN(S(=O)(=O)c2cccc3cccnc23)C1 (stereo not given)
11	4	14	3	-0.33	10	-11	-13	-10	Cc1nn(-c2cccc(Cl)c2)c2nc(-c3ccco3)cc(C(=O)O)c12
-2	12	-1	-2	-0.58	-1	2	1	-10	N#Cc1ccc(NC(=O)COC(=O)CNC(=O)C2CCCCC2)cc1
3	7	-25	12	-0.79	-9	8	7	-4	CSc1ccc(C(C(C(=O)c2cccs2)N2CCOCC2)N2CCOCC2)cc1 (stereo not given)
4	-13	-9	1	0.65	-2	4	-5	-5	CCCCNC(=O)COC(=O)c1cc(F)c(F)cc1Cl
-1	-6	7	0	0.29	-3	3	0	-12	CCOc1ccc(S(=O)(=O)NCc2csc(C)n2)cc1
-11	16	-5	7	-0.17	7	-5	-11	-8	Cn1sc(NC(=O)c2ccccc2Cl)nc1=O
-4	24	-18	-9	-0.18	5	-8	21*	-19	O=C(N/N=C/c1ccc([N+](=O)[O-])s1)c1cccc(Br)c1
-8	0	-30	-4	0.17	-19	19	1	-15	O=C(NCc1ccco1)NC1CCCCC1
-1	2	-12	8	1.5	-2	2	7	-12	CCOP(=O)(c1ccc(N(C)C)cc1)C(O)c1ccc(Cl)cc1 (stereo not given)
8	21	-3	5	0.09	-4	1	-1	-14	N#CCC(=O)Nc1ncn(Cc2ccccc2Cl)n1
4	10	28	6	-0.36	-3	3	-3	16	O=C(CSCC(=O)Nc1nccs1)Nc1ccccc1
0	-5	12	1	-1.8	-11	9	-3	-3	Cc1cc(Nc2nnnn2-c2ccccc2)n(-c2ccc(Cl)cc2)n1
-4	-11	7	8	-0.08	1	1	3	-13	Cc1cc(C)n2c(SCC(=O)Nc3c(C)n(C)n(-c4ccccc4)c3=O)nnc2n1
-7	1	6	20	-0.5	8	-8	2	-12	O=[N+]([O-])c1ccccc1CNC(Cc1ccccc1)c1ccccc1 (stereo not given)

(further entries)
SMILES	EphB4 antag	Plk1 PBD FP	F-actin modifier	Rev-RRE block	PTK2B oligo ant	PTPN22 inh 2	PTPN22 act	FAK blocker	PLK1 inh
COc1ccc(OC)c(NC(=O)COC(=O)/C=C/c2c(C)nn(C3CCS(=O)(=O)C3)c2Cl)c1 (stereo not given)	6	11	1	-1	0.62	6	-3	-2	-13
O=C(O)C1CCCCC1C(=O)Nc1cc(Cl)ccc1Cl (stereo not given)	-2	-16	37*	13	/	-3	7	-3	-2
Cc1cccc2cc(CN(Cc3nnnn3C3CCCC3)C3CCCCC3)c(=O)[nH]c12	2	-8	8	4	0.76	14	-15	-2	-10
O=C(OCC(=O)N1CCN(c2ccccc2)CC1)C1=COCCO1	0	12	15	4	1	4	-1	-1	-7
COc1ccc(-c2onc(C)c2-c2ccccc2)c(O)c1	-2	18	-8	1	-2.9	-1	5	0	1
C=CCn1c(NCCc2ccccc2)nc2c1c(=O)n(C)c(=O)n2C	16*	19	3	5	0.24	14	-12	7	-5
CCN1C(=O)/C(=C2\SC(=S)N(CCCOC)C2=O)c2ccccc21	-5	11	-13	4	0.34	0	-1	2	2
COc1ccc(C2N3CC4(C)CN2CC(C)(C3)C4O)cc1 (stereo not given)	-1	-12	-15	4	/	3	-6	0	-8
CCc1c(O)nc(SCC(N)=O)n(-c2ccccc2F)c1=O	7	-30	6	11	1.3	-7	4	-6	-1
Cc1cccn2c(=O)c3cc(C#N)c(=N)n(CCCN4CCOCC4)c3nc12	-4	-6	-9	2	0.41	-3	4	-3	-11
Cc1ccc(-n2ncc3c(NCc4ccccn4)ncnc32)c(C)c1	5	5	31	2	-0.14	8	-9	2	-8
OCC1CCCN(Cc2ccc(-c3ccccc3)cc2)C1 (stereo not given)	3	-5	-11	4	-0.45	-2	0	9	-10
O=C(c1ccccc1F)N(Cc1ccccc1)C1CCS(=O)(=O)C1 (stereo not given)	-1	0	-24	-1	-0.07	-3	2	-3	-8
COc1cc(CN2CCC(C(=O)NC3CCCC3)CC2)cc(OC)c1O	-3	-16	18	-2	0.62	-1	-1	-2	-1
CS(=O)(=O)N1CCc2cc(-c3csc(NC(=O)Cc4ccccc4)n3)ccc21	4	-20	-8	4	-1.8	0	0	5	-6
O=C(NNC(=O)c1ccc([N+](=O)[O-])o1)c1ccccc1	4	7	13	9	0.52	15	-12	4	-8
CS(=O)(=O)N(CC(O)CON=C1c2ccccc2-c2ccccc21)c1ccc(F)cc1 (stereo not given)	-3	21	4	18	-0.92	9	-8	2	-13
CCOC(=O)C1=C(c2ccccc2)NC(SCC(=O)Nc2ccccc2C)=C(C#N)C1c1ccco1 (stereo not given)	9	10	-34	9	-3.7*	16	-13	7	-6
COC(=O)C1=NN(c2ccc(C)cc2)C2(S1)SC(C(C)=O)=C(C)N2c1ccccc1 (stereo not given)	-2	4	9	37*	0.01	-1	2	1	-6
COc1ccc(NC2(c3ccc(Cl)cc3)C(=O)c3ccccc3C2=O)cc1	-14	-23	-2	-2	-0.61	-14	19	4	-19
Cc1ccc([N+](=O)[O-])cc1NC(=O)CCSc1ccc(Cl)cc1	6	-4	-3	7	0.05	1	3	1	-17
COC(=O)c1cc2n(n1)CCN(Cc1ccccc1Cl)C2=O	-6	15	-5	1	-0.25	14	-10	-1	-11
CCn1c(SC(C)C)nnc1C1CCN(S(=O)(=O)c2ccc(OC)cc2)CC1	-2	-15	-8	-1	0.59	-3	8	-2	-4
Cc1ccc(C)c(S(=O)(=O)Nc2ccc(S(=O)(=O)Nc3onc(C)c3C)cc2)c1	1	1	3	-1	-0.17	-4	1	-4	6
CCN(CC)c1nc(N2CCOCC2)c(C#N)c2c1CN(C)CC2	-2	-14	-25	2	-0.38	-2	-1	-8	-4
Nc1nnc(SCc2cccc(C(F)(F)F)c2)s1	-6	-4	-4	3	-0.8	-4	1	-1	-10
Cc1ccc(C(C(=O)NCC2CCCO2)N(Cc2ccccc2F)C(=O)Cn2nnc(-c3cccs3)n2)cc1 (stereo not given)	-5	-22	1	0	-0.79	10	-10	-1	-10
Cc1ccc(OCc2nnc(SCC(=O)Nc3nccs3)n2-c2ccccc2)cc1C	-3	2	-2	7	-0.4	13	-10	1	-6
CCN1CCn2c3c(c4cc(Cl)ccc42)CCCC31 (stereo not given)	-1	-3	-6	2	0.33	-20	16	4	0
O=c1c2c(nc3nc(CCc4ccccc4)[nH]n13)CCC2	2	-8	13	5	-1.1	-4	4	1	-8
CCOc1ccc(N(CC(=O)NCc2ccccc2OC)S(C)(=O)=O)cc1	-6	0	-3	-4	0.31	-1	1	-2	-8
Cc1nc2ccc(NC(=O)c3c(-c4ccccc4)noc3C)cc2s1	0	1	0	5	0.01	-2	1	3	-4
O=C(Nc1ccc2nc(-c3cccnc3)[nH]c2c1)C12CC3CC(CC(C3)C1)C2	0	-9	4	-2	-1.1	6	-5	1	-12
C=CCn1c(SCC(=O)Nc2cc(C)ccc2OC)nnc1-c1ccco1	2	1	-15	5	-0.49	0	0	-8	-7
O=C(NCc1ccccc1)NC1(C(=O)N2CCN3CCCC3C2)CCCCC1 (stereo not given)	0	-2	-9	4	0.13	5	-5	0	-11
CSc1nnc(-c2cc3ccccc3cc2O)n1C	4	-29	29	2	-0.92	0	-4	-3	-4
CS(=O)(=O)N1CCN(c2nc3ccccc3s2)CC1	-5	4	-64	-3	0.27	9	-9	-2	-14
Cc1cc(C)c(C(=O)CSc2n[nH]c(=O)n2C2CC2)cc1C	1	-5	18	3	0.47	4	-6	1	-8
CS(=O)(=O)N1CCc2cc(S(=O)(=O)Nc3ccc4oc5c(c4c3)CCCC5)ccc21	-8	6	-1	3	-0.61	-8	5	8	1

Rows were taken by chance; 3.5% or so of the library scored in one or more.
